# High-throughput results deposited in PubChem BioAssay by National Center for Advancing Translational Sciences (NCATS).
# Tb PGK inh: blocks T. brucei phosphoglycerate kinase; P07378; PGK/GAPDH coupled, Kinase-Glo luminescence, 60 min; Potency, µM (titrated, usually from 57.5 µM), without a hit: at the highest dose activity change, negative = inhibition, most hits filed as inhibitors; hit rate 0.043% among 380,000; further: potency means the concentration at half of the fitted maximal effect; on the % scale 0 is the no-effect control and ±100 the full control effect; nearly all actives have a fitted effect of over 60% in size
#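 Recombinant glycosomal PGK reaction used 1,3-bisphosphoglycerate generated in-well by GAPDH (100nM final) in 100mM TEA pH 7.6, 5mM MgCl2, 0.01% Tween-20. After 60 minutes at room temperature, ATP was read by Kinase-Glo Plus luminescence end-point.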
# GLS inh: glutaminase GLS (human) inhibition. GLS enzymatic activity, qHTS titration. Potency, µM (doses to about 45.5 µM), for the others: at the top dose activity change, negative = inhibition, actives largely listed as inhibitors. hit rate 0.21% among 410,000; further: potency means the concentration at half of the fitted maximal effect; on the % scale 0 is the no-effect control and ±100 the full control effect
#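 Compounds were pin-transferred onto hKGA, after which L-glutamine (1 mM solution) and a detection mix of glutamate oxidase, HRP and Amplex Red were added. Initial and 30 min RT fluorescence reads were collected.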
# JMJD2A Tudor inh: inhibitors of human JMJD2A Tudor domain; hit rate 4.4% among 390,000; Potency, µM (series often up to 114 µM), inactives show top-dose activity change, negative = inhibition, actives largely listed as inhibitors; AlphaScreen JMJD2A-Tudor / H3K4me3 peptide binding; O75164; further: potency means the concentration at half of the fitted maximal effect; on the % scale 0 is the no-effect control and ±100 the full control effect; nearly all actives have a fitted effect of over 50% in size
# PI4K2A block: PI4K2A (human) kinase inhibition. activity change, negative = inhibition, % at 76.9 µM. Q9BTU6. hit rate 0.13% among 420,000. purified PI4K2A, ADP-Glo luminescence, 1 h; hits give low values; in the data active means activity change below about -50%; inconclusive means mostly about -30% to -49%;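 further: -100% = wells without enzyme as full effect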
# Target sequence (Q9BTU6 whole entry, looked up): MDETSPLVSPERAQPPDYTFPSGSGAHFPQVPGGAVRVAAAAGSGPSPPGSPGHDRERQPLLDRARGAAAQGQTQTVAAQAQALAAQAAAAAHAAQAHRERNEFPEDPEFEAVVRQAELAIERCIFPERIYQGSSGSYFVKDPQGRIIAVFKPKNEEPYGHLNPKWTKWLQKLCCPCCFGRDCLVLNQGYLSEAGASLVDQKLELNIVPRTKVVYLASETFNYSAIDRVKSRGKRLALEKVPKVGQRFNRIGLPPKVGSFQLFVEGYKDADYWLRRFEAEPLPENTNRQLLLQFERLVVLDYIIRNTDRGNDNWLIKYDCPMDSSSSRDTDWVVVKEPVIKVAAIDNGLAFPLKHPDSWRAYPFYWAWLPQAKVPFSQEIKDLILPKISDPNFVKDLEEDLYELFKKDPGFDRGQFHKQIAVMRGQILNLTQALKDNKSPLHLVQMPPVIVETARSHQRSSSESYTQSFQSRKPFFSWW
#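 PI4K2A activity was measured by ADP-Glo luminescence: enzyme (4 ug/mL stock) and phosphatidylinositol (1.2 mM stock) in Tris pH 7.5/MgCl2/EGTA/Triton X-100 buffer were reacted with ATP (300 microM stock) for one hour at ambient temperature.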
# HP1b chromo inh: HP1-beta chromodomain-methylated histone interaction inhibition | AlphaScreen HP1-beta / biotin-H3K9me3 peptide binding | Potency, µM (series often up to 114 µM), for the others: at the top dose activity change, negative = inhibition, usual class: inhibitors | hit rate 0.56% among 390,000; further: potency means the concentration at half of the fitted maximal effect; nearly all actives have a fitted effect of over 70% in size; inactives centre near 23
# Target sequence (P83916 whole entry, looked up): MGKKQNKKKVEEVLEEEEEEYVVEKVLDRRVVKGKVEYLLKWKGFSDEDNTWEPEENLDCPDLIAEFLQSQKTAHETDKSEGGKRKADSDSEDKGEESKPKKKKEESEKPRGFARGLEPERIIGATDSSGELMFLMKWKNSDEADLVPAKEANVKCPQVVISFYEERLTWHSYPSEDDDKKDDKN
#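 HP1-beta protein (50 nM final) preincubated 30 min at room temperature with biotinylated H3(1-18)K9me3 peptide (50 nM) in PBS pH 7.4, 0.01% Tween-20, then compound added for 30 min. AlphaScreen streptavidin donor/nickel chelate acceptor beads (10 ug/mL final), 30 min dark, luminescence read.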
# Pol eta inh: inhibitors of human DNA polymerase eta; hit rate 1.2% among 390,000; Potency, µM (doses to about 114 µM), for the others: at the top dose activity change, negative = inhibition, most hits filed as inhibitors; recombinant Pol eta, fluorescent DNA replication assay; Q9Y253; further: potency means the concentration at half of the fitted maximal effect; on the % scale 0 is the no-effect control and ±100 the full control effect
#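 Pol eta (10 nM) was preincubated with compounds for 15 min at room temperature, after which fluorescent replication substrate (50 nM final) was added to start the reaction. Fluorescence was read kinetically at 0 and 10 min.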
# Pin1 inhibitor: blocks the human prolyl isomerase Pin1; Pin1 FP peptide displacement, HiFluor488, 10 min; Potency, µM (top dose mostly 115 µM), for inactives: top-dose activity, negative = inhibition, most hits filed as inhibitors; hit rate 0.009% among 390,000; active means well fitted inhibition curve with a large enough effect in the polarisation, with a control signal flat, not every such curve was filed as active; inconclusive means small, poorly fitted or top-dose-only effect, or effect the other way, or a change in a side signal; inactive means no such curve, though single readings can be large or run the other way; the % refers to the polarisation; further: potency means the concentration at half of the fitted maximal effect; on the % scale 0 is the no-effect control and ±100 the full control effect
# Target sequence (Q13526 whole entry, looked up): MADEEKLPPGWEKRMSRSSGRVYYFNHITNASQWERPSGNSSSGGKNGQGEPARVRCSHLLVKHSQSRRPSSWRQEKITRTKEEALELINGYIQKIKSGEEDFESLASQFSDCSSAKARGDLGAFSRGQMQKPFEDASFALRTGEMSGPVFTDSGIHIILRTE
# G9a block: blocks human histone lysine methyltransferase G9a; Potency, µM (highest dose often 102 µM), without a hit: at the top dose activity, negative = inhibition, most hits filed as inhibitors; hit rate 8.8% among 350,000; G9a H3K9 monomethylation, AlphaScreen, 2 h; further: potency means the concentration at half of the fitted maximal effect; on the % scale 0 is the no-effect control and ±100 the full control effect; nearly all actives have a fitted effect of over 75% in size
#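 Step 1: enzyme (final 20 nM) with compound, 15 min RT. Step 2: substrate peptide 500 nM and SAM 20 uM, 2 h RT. Step 3: anti-H3K9me1 antibody and AlphaScreen beads, 10 min, then plate read.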
# BAZ2B inh: BAZ2B (human) inhibition; Q9UIF8; AlphaScreen BAZ2B-H3K14Ac peptide displacement; Potency, µM (series often up to 114 µM), without a hit: top-dose activity change, negative = inhibition, hits mostly inhibitors; hit rate 4.4% among 360,000; further: potency means the concentration at half of the fitted maximal effect; on the % scale 0 is the no-effect control and ±100 the full control effect; nearly all actives have a fitted effect of over 60% in size
#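 Complex of BAZ2B and biotin-H3K14Ac (50 nM apiece) forms over 30 min at RT, then faces library compounds up to 110 uM for another 30 min; AlphaScreen beads added, 20 min dark incubation, luminescence read.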
# Starred values were filed as active, the others as inactive; i = inactive; ? = inconclusive; nt = no result given; & = joins results of further samples; [ ] = another dose, or the depositor's remark. Unless noted, the call rests on the fitted dose curve; in most records, active means well fitted curve in the direction sought with a large enough effect; inconclusive means small, poorly fitted or top-dose-only effect, or another doubt; inactive means no such curve, though single readings can be large; an effect the other way counts as inactive or inconclusive.
SMILES,Tb PGK inh,GLS inh,JMJD2A Tudor inh,PI4K2A block,HP1b chromo inh,Pol eta inh,Pin1 inhibitor,G9a block,BAZ2B inh
Cc1cc(OCCOCCNCc2ccccc2)ccc1C(C)C,-7%,-6%,20µM*,3,?,-22%,-9%,10µM*,?
CC(=O)Oc1ccc2occ(C(=O)c3cccs3)c2c1,-7%,-3%,-9%,10,64%[activator],-5%,-4%,-9%[59 µM],-1%
Cc1cc(NN)nc(NS(=O)(=O)c2ccc(Cl)cc2)n1,i,0%,-3%,-5,11%,-4%,6%,?,-17%
O=C(CSc1nnc(CNC(=O)c2c(F)cccc2Cl)o1)c1ccccc1,-2%,21%,-10%,2,7%,6%,?,19%[59 µM],1%
CC(C)(CNC(=O)C1CCN(S(=O)(=O)c2cc([N+](=O)[O-])ccc2Cl)CC1)N1CCOCC1,i,-3%,-15%,5,17%,-17%,-6%,?,5%
O=c1[nH]cccc1-c1nc2ccccc2n1Cc1ccc(Cl)cc1,nt,-5%,-12%,3,27%,-21%,-1%,18%[2.33 µM],-2%
Cc1ccc(S(=O)(=O)N2[C@@H](c3ccc(C(C)(C)C)cc3)C(C(=O)O)=CC[C@H]2c2cccs2)cc1,-1%,11%,-16%,0,14%,-7%,?,nt,nt
Cc1c2c(nc3c(C(=O)NC4CC4)cnn13)CCCC2,-1%,-1%,-6%,3,23%,-12%,0%,-3%[59 µM],5%
CC(=O)Nc1ccc(C2NC(=S)N(c3ccccc3C(F)(F)F)C(C)=C2C(=O)N2CCOCC2)cc1 (stereo not given),0%,-10%,-14%,-9,28%,-12%,-3%,-28%,-15%
Cc1ccc(S(=O)(=O)N(CC2CO2)c2ccccc2[N+](=O)[O-])cc1 (stereo not given),-9%,-14%,-17%,11,23%,-8%,5%,4%,-19%
O=c1cc(N2CCCCC2)c(-c2ccccc2)nn1Cc1ccccc1,-1%,-11%,-1%,2,27%,-27%,-5%,-34%,-34%
CCc1cc(C(=O)N2CCN(S(=O)(=O)c3cc(C)ccc3C)CC2)sc1C,-3%,11%,-12%,-2,27%,?,12%,-3%[2.33 µM],8%
COc1ccc(NC(=O)CSc2nc3ccccc3nc2N2CCCCC2)cc1,-4%,-1%&-1%,7%&8%,2&6,51%&57%[activator],-25%&-14%,19%&27%,21%,0%&10%
CCOC(=O)C1(Cc2ccc(OC)cc2)CCN(C(=O)c2csc(C)n2)CC1,13%,-1%,-14%,1,33%,-4%,-1%,10%,0%
Cc1ccc(NS(=O)(=O)c2cc3c(cc2C)NC(=O)CO3)cc1,-1%,-6%,-10%,2,27%,-7%,-3%,nt,13%
O=C(COC(=O)/C=C/c1cccc([N+](=O)[O-])c1)NCCCN1CCCC1=O,-6%,-5%,6%[57.1 µM],10,42%,-21%,0%,-3%,-4%
COc1ccc(CCNS(=O)(=O)c2ccccc2[N+](=O)[O-])cc1OC,-9%,2%,-13%,9,22%,-15%,0%,-27%,-5%
Cn1cc(C(=O)NCCO)c(=O)c2ccccc21,i,-4%,-5%,-1,41%[activator],-8%,-2%,-5%,-4%
COc1ccc(S(=O)(=O)N2CCCCC2)cc1NC(=O)CSc1ncccn1,4%,5%,-12%,0,24%,-5%,-1%,-2%[12.7 µM],8%
Oc1cccc(/C=N/N=C/c2cccc(O)c2O)c1O,-20%,3.5µM*,-24%,-23,14%,2.8µM*,-4%,32µM*,-31%
COc1cccc(CNC(=O)CCNS(=O)(=O)c2ccc3[nH]c(=O)oc3c2)c1,-10%,-1%,-8%,0&0,31%,?,2%,10%,-9%
O=C1CN(C(=O)COC(=O)/C=C/c2ccc(OC(F)F)cc2)c2ccccc2N1,-6%,-2%,-4%[57.1 µM],-5,10%,-10%,18%,-8%[59 µM],-11%
CCN1CCN(c2cc(C)c3cc(NC(=O)/C=C/c4ccc(OCCC(C)C)cc4)ccc3n2)CC1,-7%,-24%,?,3,1%,5%,3%,-41%[59 µM],-34%
CCOC(=O)C1CCN(C(=O)CN(C)S(=O)(=O)c2ccc3c(c2)c(=O)n(C)c(=O)n3C)CC1,-5%,4%,-8%,-6,39%,-11%,-4%,13%,-19%
Cc1cc(S(=O)(=O)NC2CCCCC2)ccc1OCC(=O)NCC1CCCO1 (stereo not given),-5%,0%,-4%,2,3%,4%,2%,-7%,-10%
CCN(C(=O)/C=C/c1ccc2c(c1)OCO2)c1ccccc1,-2%,2%,-11%,1,37%[activator],-14%,-6%,4%[59 µM],7%
CCOc1cc(CNC2CCCC2)cc(Cl)c1OCc1ccc(F)cc1,-2%,9%,0%,-2,12%,-2%,0%,-3%[12.7 µM],11%
CC(/C=C1\SC(=S)N(CCC(=O)Nc2ccccc2O)C1=O)=C\c1ccccc1,-3%,5%,-26%,-7,16%,-19%,?,67%[activator],1%
Cc1cc(=O)[nH]c(N/N=C/c2ccc(OC(=O)c3ccco3)cc2)n1,-9%,-18%,-31%,-4,65%[activator],50µM*,?,-4%[59 µM],-26%
CCC(c1nnnn1C(C)(C)CC)N(CCCN1CCOCC1)Cc1cc2cccc(C)c2[nH]c1=O (stereo not given),i,?,-23%,6,-32%,-8%,0%,?,-23%
O=C(Nc1cccc(-c2csc(Nc3ccc(Cl)cc3)n2)c1)c1cccc(C(F)(F)F)c1,-6%,1%,?,-4,18%,-5%,2%,-9%[59 µM],-26%
S=c1[nH]nc(COc2ccc(Cl)cc2)o1,-4%,17%,79µM*,6,7%,-3%,-1%,4µM*,-5%
O=c1oc2ccccc2c2oc3cc(O)c(O)cc3c12,-8%,2.8µM*,7.9µM*,-12,?,4.5µM*,?,nt,40µM*
COc1ccc2oc(C(=O)OCC(=O)N3CCN(S(=O)(=O)c4ccc(C)cc4)CC3)c(C)c2c1,i,-2%,-8%,3,10%,-4%,18%,21%[12.7 µM],-5%
Cc1ccc(C)c(C(=O)CCC(=O)Nc2ccc(N3CCN(C)CC3)cc2C)c1,-7%,21%,-28%,-1,1%,-9%,5%,nt,nt
Cc1ccc(C)c(NC(=O)c2cc(-c3ccccc3)nn2-c2ccccc2)c1,-4%,4%,-3%,0,35%,-12%,6%,33%[59 µM],4%
COc1ccc(NC(=O)CSc2ccccn2)cc1,-1%,-3%,1%,-9,45%,-6%,-9%,-13%[59 µM],10%
O=C(NCCCc1ccccc1)c1cncc(Br)c1,6%,1%,13%,0,41%[activator],4%,-4%,8%,-2%
COc1ccccc1CNC(=O)COC(=O)c1ccc(S(=O)(=O)N2CCCC2)cc1,3%,7%,-7%,-6,35%,-5%,4%,-12%,0%
O=C(c1ccccc1)N(Nc1ccccc1)c1ccccc1,-8%,-12%,-10%,2,30%,-14%,-1%,-18%,-36%
N#CC1=C(N)Oc2cc(O)ccc2C1c1ccncc1 (stereo not given),0%,16%,-5%[11.4 µM],5,1%,-20%,31%[activator],?,-31%
CCc1ccccc1NC1=NCC(=O)N1Cc1ccc2c(c1)OCO2,i,0%,-34%[11.4 µM],-12,2%,-18%,-4%,-25%[59 µM],-4%
CCN(CCCNC(=O)C1CCCN(S(=O)(=O)c2cnc[nH]2)C1)c1ccccc1 (stereo not given),0%,26%,-19%&-30%,1,42%&17%[activator],-11%,4%&-6%,?,-37%
CCCCNc1nc(Oc2ccc(=O)[nH]n2)nc(N(C)C)n1,nt,0%,-13%,2,26%,nt,-2%,4%[59 µM],-18%

# Compounds above that contain a Cl atom (7):
SMILES,Tb PGK inh,GLS inh,JMJD2A Tudor inh,PI4K2A block,HP1b chromo inh,Pol eta inh,Pin1 inhibitor,G9a block,BAZ2B inh
Cc1cc(NN)nc(NS(=O)(=O)c2ccc(Cl)cc2)n1,i,0%,-3%,-5,11%,-4%,6%,?,-17%
O=C(CSc1nnc(CNC(=O)c2c(F)cccc2Cl)o1)c1ccccc1,-2%,21%,-10%,2,7%,6%,?,19%[59 µM],1%
CC(C)(CNC(=O)C1CCN(S(=O)(=O)c2cc([N+](=O)[O-])ccc2Cl)CC1)N1CCOCC1,i,-3%,-15%,5,17%,-17%,-6%,?,5%
O=c1[nH]cccc1-c1nc2ccccc2n1Cc1ccc(Cl)cc1,nt,-5%,-12%,3,27%,-21%,-1%,18%[2.33 µM],-2%
CCOc1cc(CNC2CCCC2)cc(Cl)c1OCc1ccc(F)cc1,-2%,9%,0%,-2,12%,-2%,0%,-3%[12.7 µM],11%
O=C(Nc1cccc(-c2csc(Nc3ccc(Cl)cc3)n2)c1)c1cccc(C(F)(F)F)c1,-6%,1%,?,-4,18%,-5%,2%,-9%[59 µM],-26%
S=c1[nH]nc(COc2ccc(Cl)cc2)o1,-4%,17%,79µM*,6,7%,-3%,-1%,4µM*,-5%

# An excerpt (hit frequency here may not be typical).
